Bioassay records as filed in PubChem.
AID2073 = disruptors of CaV2.2 binding to Mint1 – biochemical, HTRF (AID 2073); HTRF protein-protein interaction, Mint1-CaV2.2; higher % means a stronger effect; inhibition, % at 20 µM; hits with a dose series show IC50 in µM; 290,000 compounds, 0.19% hits; in the data active means inhibition mostly above about 51%, no sharp cut-off; inconclusive means no clear call, values can overlap the other calls; inactive means mostly below about 53%; further: some results filed as inactive read as strong as hits
WT yeast gro inh = growth inhibition of WT yeast, mitochondrial fusion screen | mitochondrial fusion phenotypic screen, WT strain | inhibition, % at 10 µM | 190,000 compounds, 2.1% hits; in the data active means inhibition above about 58%; tested in S. cerevisiae
GPR35 arrestin U2OS = inhibition of zaprinast-stimulated GPR35 beta-arrestin translocation – imaging, U2OS, beta-arrestin-GFP, zaprinast agonist, primary screen (AID 2058) | U2OS GPR35 beta-arrestin-GFP translocation imaging, zaprinast antagonism; higher % means a stronger effect | inhibition, % at 10 µM; hits with a dose series show IC50 in µM | 290,000 compounds, 0.052% hits;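 active means inhibition of at least 50% with at least 30 cells and total cytoplasm GFP at most 10,000,000; inconclusive means under 30 cells or total GFP of 10,000,000 plus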
LYP inhibition = PTPN22 lymphoid phosphatase activity blockers – biochemical, fluorescence intensity, uHTS (AID 1779); recombinant LYP phosphatase, fluorescence intensity; higher % means a stronger effect; one-dose inhibition, % at 11.5 µM; IC50 in µM for titrated hits; 290,000 compounds, 0.054% hits; in the data active means inhibition above about 50%;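 further: plate controls were vehicle with enzyme for no effect and no enzyme for full effect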
NS5 inhibitors = Dengue-2 NS5 methyltransferase inhibitors, primary screen, biochemical, confirmation dose response (AID 588689). 340,000 compounds, 0.3% hits. Dengue-2 NS5 methyltransferase capping enzyme assay, biochemical; higher % means a stronger effect. one-dose inhibition, % at 25 µM; IC50 in µM for titrated hits; in the data active means a potency from the dose series; inconclusive means inhibition above about 29% without an active follow-up result
NTR1 agonist = agonists of NTR1, primary screen, imaging, U2OS cells, beta-arrestin-GFP, high content (AID 493036); P30989; NTR1-U2OS beta-arrestin-GFP spot imaging, agonist mode; activation, % at 20 µM; 330,000 compounds, 0.17% hits;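 active means activation at or above 40% of the spot to cytoplasm intensity ratio, with at least 20 cells analyzed; inconclusive means wells under 20 cells, flagged as cytotoxic or low count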;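 further: 0% = DMSO without peptide and 100% = 100 nM NTR1 peptide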
Target sequence (P30989 whole entry, looked up): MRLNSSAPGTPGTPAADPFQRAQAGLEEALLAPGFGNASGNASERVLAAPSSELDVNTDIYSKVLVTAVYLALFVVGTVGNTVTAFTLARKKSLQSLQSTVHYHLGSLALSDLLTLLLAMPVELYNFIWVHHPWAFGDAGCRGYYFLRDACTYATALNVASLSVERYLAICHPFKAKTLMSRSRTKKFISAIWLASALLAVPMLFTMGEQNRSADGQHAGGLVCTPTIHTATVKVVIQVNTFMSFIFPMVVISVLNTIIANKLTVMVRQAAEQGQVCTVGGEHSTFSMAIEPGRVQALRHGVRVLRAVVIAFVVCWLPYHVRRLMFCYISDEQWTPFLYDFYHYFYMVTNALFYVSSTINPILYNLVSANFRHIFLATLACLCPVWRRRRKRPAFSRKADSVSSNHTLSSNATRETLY
Autophagy mod = alters autophagy in cells; MEF GFP-LC3 puncta imaging; test concentration mostly 10 µM; calls only at 10 µM (by protocol); 190,000 compounds, 0.98% hits; AID 463193;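 active means percentage of spot-positive cells more than 3 SD above its plate mean, without a fluorescence outlier flag or 80% toxicity; inconclusive means no clear call, values can overlap the other calls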;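 further: spot-positive cell cutoff set from DMSO-treated cells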
RSV CPE inhibition = RSV antiviral activity via CPE protection, HEp-2 cells, primary 10 µM value included (AID 2391); HEp-2 cells, RSV-induced CPE inhibition; higher % means a stronger effect; CPE inhibition, % at 10 µM, or IC50 in µM where a hit was titrated; 310,000 compounds, 0.13% hits; in the data active means a potency from the dose series; inconclusive means CPE inhibition mostly from about 23% at the one dose, without a potency; inactive means the rest, 99 in 100 with CPE inhibition below about 21%; further: strong numbers were not always called active
UTI89 phage lysis = protection from phage-mediated lysis, alamar blue read-out – E. coli UTI89, K1F phage, bacterial capsule biogenesis inhibitors (AID 488966); 340,000 compounds, 0.02% hits; one-dose inhibition, % at 100 µM; IC50 in µM for titrated hits; E. coli UTI89 K1F phage lysis, alamar blue, 2 h; higher % means a stronger effect;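 active means phage lysis inhibition, versus mean bacterial control, above a set limit; inconclusive means no clear call, values can overlap the other calls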;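 further: capsule biogenesis inhibitors block K1F phage lysis so surviving cells raise fluorescence; higher fluorescence means more inhibition of phage lysis; actives were called in the ten point dose series up to 300 µM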
WT yeast gro inh mutant strain = also measured in WT yeast gro inh; calls as there; inhibition, %; mitochondrial fusion phenotypic screen, mutant strain inhibition
Autophagy mod cell loss 18 h = further read-out of Autophagy mod, marked with its call; toxicity, %; measured here: cell loss, nuclei count;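 cell loss after 18 h compound exposure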
NTR1 agonist cell count 20 µM = second read-out of NTR1 agonist, no call of its own (marks repeat the call); cell count; measured here: cell count, cytotoxicity flag
NS5 inhibitors pilot replicate = further read-out of NS5 inhibitors, marked with its call; inhibition, %; measured here: pilot screen replicate inhibition
Active calls of the source: *; i = inactive; ? = inconclusive; / = not tested or not shown; [ ] = remark or other dose.

SMILES	AID2073	WT yeast gro inh	WT yeast gro inh mutant strain	GPR35 arrestin U2OS	LYP inhibition	NS5 inhibitors	NTR1 agonist	NTR1 agonist cell count 20 µM	Autophagy mod	Autophagy mod cell loss 18 h	RSV CPE inhibition	UTI89 phage lysis	others
CSc1ccccc1C(=O)NC1CCCCCC1	-18%	-12	2	0%	-1%	2%	0.4	54	i	-6	1.4%	11%
Cc1ccnc2nc(C(=O)OCC(=O)c3c[nH]c4ccccc34)nn12	?	/	/	5%	1%	23%	0.8	63	/	/	3.6%	0.3%
COc1ccccc1CNC(=O)COC(=O)c1ccc(-n2cnnn2)cc1	/	/	/	/	/	-3%	0.1	64	/	/	-1.9%	1.3%[50 µM]
CC1=C(C)CC(C(=O)Nc2cccc(Cl)c2)C(C(=O)O)C1 (stereo not given)	7%	5	17	-5%	-9%	0%	-1.0	88	i	-3	1.3%	-0.3%
FC(F)(F)c1ccc(Cl)c(NC2=NCCCCC2)c1	12%	/	/	-5%	-8%	-4%	-1.4	42	/	/	-0.6%	0.3%
Cc1cccc(N(CC(=O)N2CCOCC2)S(C)(=O)=O)c1C	7%	3	15	8%	-1%	-1%	-0.3	70	i	-6	1.2%	0.1%
CC(OC(=O)c1ccccc1)C(=O)NCCC1=CCCCC1 (stereo not given)	-4%	7	0	-3%	-4%	-2%	0.4	48	i	-3	0.9%	0.3%
Cc1ccc2[nH]cc(CCNC(=O)c3cccnc3)c2c1	32%	5	-8	-4%	-6%	1%	-0.9	59	i	-3	-0.5%	4.2%
COc1cccc(/C=N/NC(=O)c2cccc(N3CCCC3=O)c2)c1	-1%	/	/	-15%	-4%	-10%	-0.9	58	/	/	1.0%	-0.1%
COc1ccc(CNc2ccccc2SC)cc1OC	1%	-15	-3	-4%	-4%	-1%	-0.1	37	i	-1	3.6%	0.2%
Cn1c(=O)c(S(=O)(=O)C(C)(C)C)c(O)c2ccccc21	25%	-15	-2	-14%	0%	3%	0.0	64	i	10	0.8%	0.1%
CN(C)C=NC(=O)c1ccc(N2CCN(c3ncc(C(F)(F)F)cc3Cl)CC2)cc1	8%	2	26	15%	7%	0%	3.5	42	i	-3	/	0.1%
CSC1=NCCN1C(=O)c1c(-c2c(F)cccc2Cl)noc1C	-1%	/	/	2%	-2%	-8%	0.3	41	/	/	1.1%	0.9%
CC(C)CC(c1nnnn1CCc1ccccc1)N1CCN(C(=O)c2ccco2)CC1 (stereo not given)	0%	-11	8	12%	0%	6%	1.1	60	i	-9	2.5%	1.5%
CC(C)CC(OC(=O)c1ccco1)C(=O)NC1CCCC1 (stereo not given)	10%	/	/	-7%	-6%	2%	-2.1	49	/	/	-1.4%	0.3%

Continued, overlapping the part above by two compounds.
SMILES	AID2073	WT yeast gro inh	WT yeast gro inh mutant strain	GPR35 arrestin U2OS	LYP inhibition	NS5 inhibitors	NTR1 agonist	NTR1 agonist cell count 20 µM	Autophagy mod	Autophagy mod cell loss 18 h	RSV CPE inhibition	UTI89 phage lysis	others
CC(C)CC(c1nnnn1CCc1ccccc1)N1CCN(C(=O)c2ccco2)CC1 (stereo not given)	0%	-11	8	12%	0%	6%	1.1	60	i	-9	2.5%	1.5%
CC(C)CC(OC(=O)c1ccco1)C(=O)NC1CCCC1 (stereo not given)	10%	/	/	-7%	-6%	2%	-2.1	49	/	/	-1.4%	0.3%
Cc1cc(C)c(NC2=NS(=O)(=O)c3ccccc32)c(C)c1	1%	3	-18	2%	-6%	-3%	2.4	52	i	-10	2.2%	3.8%
O=C(NCCCCNC(=O)c1ccccc1F)c1ccccc1F	-2%	/	/	-6%	-7%	-3%	-0.2	52	/	/	0.6%	0.9%
Cc1cc(OCC(=O)NCC(O)c2ccccc2)c2c(C)c(C)c(=O)oc2c1 (stereo not given)	32%	/	/	-2%	-9%	-6%	1.2	69	/	/	9.3%	-0.2%
CCOC(=O)Nc1ccc2c(c1)N(C(=O)CCN(C)C)c1ccccc1CC2	-6%	/	/	-6%	-5%	-6%	-2.4	81	/	/	1.2%	1.2%[50 µM]
CCCC(=O)NCn1nnc(-c2ccc(Cl)cc2)n1	?	-9	15	-17%	-9%	2%	/	/	i	0	/	0.2%
CCN(C(=O)CSc1nnc(-c2ccccc2Cl)n1C1CCCC1)C1CCS(=O)(=O)C1 (stereo not given)	-6%	-1	-8	-6%	-1%	-5%	3.0	82	i	-16	1.9%	5.3%
COC(=O)C1=C(C)N(C)C(C)=C(C(=O)OC)C1c1ccccc1C	-6%	7	5	1%	2%	-5%	2.7	49	i	16	1.8%	?
CC(C)C(=O)Nc1ccc(NC(=O)c2cccs2)cn1	33%	14	6	12%	-4%	2%	-4.2	14	i	15	2.4%	0.2%
Cc1cccc(N/C(N)=N/c2nc(C)c(Cc3ccccc3)c(=O)[nH]2)c1	18%	0	26	-5%	-5%	-4%	1.5	36	i	-4	0.4%	-0.1%
COc1ccc(NS(=O)(=O)c2cc(NC(=O)[C@@H](NC(=O)c3ccccc3)C(C)C)ccc2C)cc1	8%	-21	-6	2%	-5%	-4%	-0.8	59	i	4	8.7%	-0.2%
Cc1c(NC(=O)Nc2cccc(Cl)c2Cl)c(=O)n(-c2ccccc2)n1C	11%	/	/	-21%	-13%	4%	-1.4	48	/	/	0.7%	1.6%[50 µM]
O=C(C1COc2ccccc2O1)N1CCN(c2ccc(F)cc2)CC1 (stereo not given)	7%	16	50	-9%	-5%	-3%	-0.3	47	i	4	1.2%	2.0%
c1ccc(-c2csc3ncnc(NCc4ccccn4)c23)cc1	1%	/	/	16%	0%	-9%	4.9	71	/	/	/	0.7%
CN(CC(=O)Nc1ncn[nH]1)S(=O)(=O)c1cc(Cl)ccc1Cl	-3%	/	/	1%	-10%	2%	-1.5	56	/	/	1.4%	0.7%[50 µM]
COCCCNC(=O)CSc1nc2ccccc2c(=O)n1CCc1ccc(S(N)(=O)=O)cc1	5%	/	/	-8%	-9%	4%	-0.8	71	/	/	0.7%	0.0%
Nc1ccc(-n2c(N)c(C(=O)NCc3ccc4c(c3)OCO4)c3nc4ccccc4nc32)cc1	/	/	/	/	/	-9%	1.8	81	i	-4	2.2%	0.3%
COc1ccc(CC(=O)NC(C)c2ccc3ccccc3c2)cc1 (stereo not given)	11%	/	/	-4%	-3%	-3%	0.6	78	/	/	2.8%	0.8%
CSc1nc(-c2ccccc2)nc(N)c1C(C)=O	-4%	33	43	8%	0%	/	2.0	49	i	-7	9.6%	/
Cc1ccc(OCc2nnc(SCC(N)=O)n2N)cc1	-6%	9	-2	-12%	3%	0%	0.3	55	i	-6	-0.2%	0.0%
Cc1cc(C)cc(CC2CC(=O)N(c3cc(C)on3)C2=O)c1 (stereo not given)	6%	-24	8	9%	-1%	3%	2.8	68	i	3	1.1%	0.2%	NS5 inhibitors pilot replicate=-2.7
COc1cc(-c2c(C#N)c(N)nc3c2CCCC3)ccc1O	-5%	-5	20	6%	-1%	4%	-0.2	54	i	-6	3.6%	-0.1%
C=CCn1c(SCc2c(C)noc2C)nc2sc3c(c2c1=O)CCCC3	3%	28	-9	8%	0%	0%	15	49	i	11	2.1%	-0.7%
COc1ccc(/C(N)=N/OC(=O)CSc2ccccc2)cc1OC	6%	20	11	-2%	-3%	0%	1.3	55	i	5	2.7%	1.2%
O=P(Cc1cccc[n+]1[O-])(c1ccccc1)c1ccccc1	10%	14	-2	-9%	-9%	-3%	-1.5	72	i	12	1.5%	0.4%
COc1ccccc1C(=O)Nc1nnc(-c2ccc(F)cc2)o1	-5%	9	3	6%	-4%	1%	-3.2	74	i	8	1.3%	-0.3%
CC(C)C1Cc2c(sc3[nH]c(=S)n(Cc4ccccc4)c(=O)c23)CO1 (stereo not given)	1%	61*	29*	3%	-3%	-4%	1.9	57	i	2	9.1%	-0.4%
COc1ccccc1CNC(=O)C(NC(=O)c1ccc(C)cc1)C(C)C (stereo not given)	-5%	4	-1	-16%	-6%	7%	-0.1	41	i	22	1.1%	0.6%
Cc1ccc(C(=O)Nc2ccc(S(=O)(=O)Nc3ncccn3)cc2)cc1[N+](=O)[O-]	26%	/	/	9%	-4%	-2%	-1.3	50	/	/	0.5%	2.0%
O=C(NCc1cccs1)c1nc2ncccn2n1	5%	1	4	-5%	-2%	-1%	1.0	33	i	-1	1.1%	1.7%
CCN(CC)C(=O)CC(c1ccc(OC)cc1)c1c(O)cc(OC)cc1OC (stereo not given)	20%	/	/	4%	-6%	1%	0.9	81	/	/	0.9%	-1.3%
O=C(Cc1ccc(S(=O)(=O)N2CCOCC2)s1)Nc1ccc2c(c1)CCC2	5%	9	6	1%	-7%	8%	-0.4	56	i	7	20%	0.9%
CCOc1ccc(N(CC(=O)Nc2ccc(C)c(C)c2)S(C)(=O)=O)cc1	7%	/	/	6%	-4%	3%	-0.3	41	/	/	1.7%	-1.5%
CCCOc1ccc(NC(N)=O)cc1OCCC	1%	-14	-6	-4%	-7%	5%	1.6	60	i	-5	2.5%	0.9%
Fc1ccccc1-c1nc2c(s1)CCc1onc(-c3ccc(Br)cc3)c1-2	/	/	/	/	/	1%	0.9	74	/	/	2.7%	-0.3%
CCCCN(Cc1ccccc1)C(=O)CCN1C(=O)C2C3C=CC(C3)C2C1=O (stereo not given)	-12%	10	0	-1%	-5%	-1%	-1.8	44	i	4	-0.4%	2.4%

Of the compounds above, 8 contain an aryl thioether with sulfur outside any ring:
SMILES	AID2073	WT yeast gro inh	WT yeast gro inh mutant strain	GPR35 arrestin U2OS	LYP inhibition	NS5 inhibitors	NTR1 agonist	NTR1 agonist cell count 20 µM	Autophagy mod	Autophagy mod cell loss 18 h	RSV CPE inhibition	UTI89 phage lysis	others
CSc1ccccc1C(=O)NC1CCCCCC1	-18%	-12	2	0%	-1%	2%	0.4	54	i	-6	1.4%	11%
COc1ccc(CNc2ccccc2SC)cc1OC	1%	-15	-3	-4%	-4%	-1%	-0.1	37	i	-1	3.6%	0.2%
CCN(C(=O)CSc1nnc(-c2ccccc2Cl)n1C1CCCC1)C1CCS(=O)(=O)C1 (stereo not given)	-6%	-1	-8	-6%	-1%	-5%	3.0	82	i	-16	1.9%	5.3%
COCCCNC(=O)CSc1nc2ccccc2c(=O)n1CCc1ccc(S(N)(=O)=O)cc1	5%	/	/	-8%	-9%	4%	-0.8	71	/	/	0.7%	0.0%
CSc1nc(-c2ccccc2)nc(N)c1C(C)=O	-4%	33	43	8%	0%	/	2.0	49	i	-7	9.6%	/
Cc1ccc(OCc2nnc(SCC(N)=O)n2N)cc1	-6%	9	-2	-12%	3%	0%	0.3	55	i	-6	-0.2%	0.0%
C=CCn1c(SCc2c(C)noc2C)nc2sc3c(c2c1=O)CCCC3	3%	28	-9	8%	0%	0%	15	49	i	11	2.1%	-0.7%
COc1ccc(/C(N)=N/OC(=O)CSc2ccccc2)cc1OC	6%	20	11	-2%	-3%	0%	1.3	55	i	5	2.7%	1.2%
